Screening results as filed in PubChem BioAssay.
AMA1 RON2 block: qHTS for Inhibitors of AMA1-RON; Towards Development of Antimalarial Drug Lead: Primary Screen | AlphaScreen AMA1-biotinylated RON2 peptide binding | AID 720542, 2013 | actives 0.2% (n = 360,000) | Potency, µM (doses to about 58.2 µM), for the others: at the highest dose activity change, negative = inhibition, usual class: inhibitors;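 also: potency is read from the fitted curve at half-maximal effect; 0% = vehicle wells and -100% = peptide control; nearly all actives have a fitted effect of over 45% in size; some results filed as inactive show a strong effect at the top dose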
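AMA1 (3D7) with his tag at 25 nM final met compounds first, then biotinylated RON2 peptide at 25 nM; detection used donor plus acceptor beads, 10 µg/mL apiece, read by AlphaScreen after 30 min at room temperature.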
Sm TGR block: qHTS Assay for the Inhibitors of Schistosoma Mansoni Peroxiredoxins; Schistosoma mansoni thioredoxin glutathione reductase (TGR), Q962Y6; purified TGR, DTNB reduction, TNB absorbance 405 nm; Potency, µM (series often up to 114 µM), inactives show at the top dose activity change, negative = inhibition, usual class: inhibitors; actives 3% (n = 360,000); also: potency is read from the fitted curve at half-maximal effect; nearly all actives have a fitted effect of over 60% in size
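TGR 20 nM + NADPH 100 uM (dispensed conc.), cpd preinc 15 min RT; start with NADPH (500 uM addition) then DTNB (15 mM addition). Kinetic TNB absorbance, 405 nm filter. Four-parameter Hill fit across titration.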
LmPK inhibitor: qHTS Assay for Inhibitors of Leishmania Mexicana Pyruvate Kinase (LmPK); Potency, µM (series often up to 57.5 µM), without a hit: at the highest dose activity change, negative = inhibition, hits mostly inhibitors; purified LmPK, Kinase-Glo ATP luminescence, 1 h; actives 0.37% (n = 290,000); also: potency is read from the fitted curve at half-maximal effect
Target sequence (Q27686 whole entry, looked up): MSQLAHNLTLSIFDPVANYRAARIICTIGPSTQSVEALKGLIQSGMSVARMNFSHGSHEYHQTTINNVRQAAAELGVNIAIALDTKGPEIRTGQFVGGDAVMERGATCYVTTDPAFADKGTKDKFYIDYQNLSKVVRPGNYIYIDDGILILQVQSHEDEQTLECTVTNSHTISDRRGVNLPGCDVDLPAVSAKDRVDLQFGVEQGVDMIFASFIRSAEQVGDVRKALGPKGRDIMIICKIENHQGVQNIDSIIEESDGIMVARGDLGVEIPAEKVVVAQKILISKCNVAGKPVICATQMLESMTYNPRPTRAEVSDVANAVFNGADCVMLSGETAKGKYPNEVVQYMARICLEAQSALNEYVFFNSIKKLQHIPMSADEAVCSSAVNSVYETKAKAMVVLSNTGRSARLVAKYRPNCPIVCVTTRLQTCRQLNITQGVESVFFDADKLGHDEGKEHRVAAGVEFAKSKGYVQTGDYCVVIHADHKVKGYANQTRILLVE
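ATP generated from ADP (0.1 mM) and PEP (0.5 mM) by 0.1 nM LmPK over 1 h at room temperature (pH 7.2 imidazole buffer) was detected by coupled luciferase luminescence. Values were normalized to uninhibited and no-enzyme wells.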
HCMV antiviral: qHTS Assay for inhibitors of the human cytomegalovirus (HCMV). HFF cells, HCMV-luciferase reporter, 72 h; stronger effect = lower value. activity change, negative = inhibition, % at 57.5 µM. actives 4.5% (n = 410,000). AID 1259415, 2018; in the data active = activity change below about -60%; inconclusive = no clear call, values can overlap the other calls; inactive = above about -39%
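Human foreskin fibroblasts infected with luciferase-reporter HCMV at MOI 1 PFU/cell, compounds at two doses. Luciferase measured 72 h post infection; normalized to buffer-only basal and Salinomycin (10uM) controls.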
AmpC inh detg: qHTS Inhibitors of AmpC Beta-Lactamase (assay with detergent). actives 0.041% (n = 370,000). AID 485294, 2010. AmpC hydrolysis of nitrocefin, absorbance 480 nm, 0.01% Triton. Potency, µM (titrated, usually from 114 µM), for the others: at the top dose activity change, negative = inhibition, hits mostly inhibitors. P00811;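 also: potency is read from the fitted curve at half-maximal effect; 0% = no-compound wells and -100% = no-enzyme wells; nearly all actives have a fitted effect of over 25% in size; some results filed as inactive show a strong effect at the top dose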
Target sequence (P00811 whole entry, looked up): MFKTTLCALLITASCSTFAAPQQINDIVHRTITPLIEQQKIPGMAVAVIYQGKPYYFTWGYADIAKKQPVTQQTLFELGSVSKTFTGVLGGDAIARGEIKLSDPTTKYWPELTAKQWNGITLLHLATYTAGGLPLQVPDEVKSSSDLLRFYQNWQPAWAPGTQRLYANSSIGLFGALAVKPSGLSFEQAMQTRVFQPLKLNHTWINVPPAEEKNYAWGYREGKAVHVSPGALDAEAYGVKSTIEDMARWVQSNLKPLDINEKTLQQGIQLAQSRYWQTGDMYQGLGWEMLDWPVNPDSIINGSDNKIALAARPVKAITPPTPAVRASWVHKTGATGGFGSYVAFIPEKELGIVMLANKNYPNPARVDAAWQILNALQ
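AmpC (5.3 nM in the dispensed reagent) in 20 mM phosphate pH 7.0 with 0.01% (detergent screen) or 0.0001% Triton X-100 was preincubated with compounds for 15 min at room temperature. Nitrocefin was then added from an 800 uM solution, and hydrolysis was followed at 480 nm.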
Tb PYK inh: qHTS of Trypanosoma Brucei Inhibitors; actives 0.12% (n = 410,000); TbPYK enzyme, Kinase-Glo Plus ATP luminescence, 45 min; AID 624173, 2012; Potency, µM (doses to about 76.8 µM), for the others: top-dose activity, negative = inhibition, usual class: inhibitors; also: potency is read from the fitted curve at half-maximal effect; nearly all actives have a fitted effect of over 50% in size
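Glycolytic pyruvate kinase of T. brucei was incubated with substrate, test compound and 130 uM ADP for 45 minutes at room temperature. Luminescent Kinase-Glo Plus signal was measured after 10 minutes.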
AmpC no deterg: qHTS Inhibitors of AmpC Beta-Lactamase (assay without detergent) | P00811 | AmpC nitrocefin hydrolysis, absorbance 480 nm, 0.0001% Triton | Potency, µM (doses to about 57.1 µM), inactives show at the highest dose activity change, negative = inhibition, most hits filed as inhibitors | actives 0.52% (n = 330,000) | AID 485341, 2010;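 also: potency is read from the fitted curve at half-maximal effect; plate controls were no compound for no effect and no enzyme for full effect; nearly all actives have a fitted effect of over 20% in size; some results filed as inactive show a strong effect at the top dose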
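20 mM phosphate pH 7.0 + 0.01% (detergent screen) or 0.0001% Triton X-100; 5.3 nM AmpC reagent; cpd preinc 15 min RT; nitrocefin (800 uM stock) to start; A480 q20 s × 4 min; Activity was normalised to no-enzyme and no-compound control wells.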
Active calls of the source: *; ? = inconclusive; . = not tested or not shown; & = joins results of further samples; [ ] = remark or other dose. Unless noted, calls follow the shape of the dose curve; as a rule, active = well fitted curve in the direction sought with a large enough effect; inconclusive = small, poorly fitted or top-dose-only effect, or another doubt; inactive = no such curve, though single readings can be large; an effect the other way counts as inactive or inconclusive. Unless noted, % is scaled to controls: 0 for no effect and ±100 for the full control effect.

Start of the data: the first 3 records, to show the layout:
SMILES | AMA1 RON2 block | Sm TGR block | LmPK inhibitor | HCMV antiviral | AmpC inh detg | Tb PYK inh | AmpC no deterg
CCOc1ccccc1NC(=O)NS(=O)(=O)c1ccc(C)cc1 | 16.2% | -0.8% | -6.2% | 44.1 | -4.2% | 5.2% | -10.2%
COc1ccccc1CNC(=O)COc1ccc(C)nc1[N+](=O)[O-] | 0.0% | 4.2% | 1.3% | ? | 6.9% | 3.5% | 0.9%
CN1CC=C2C(C#N)=C(N)C(C#N)(C#N)C(Cc3ccccc3)C2C1 (stereo unspecified) | 5.7% | 28.0% | 4.9% | 44.0 | -0.8% | -3.5% | -21.7%

The list itself (from the top)
SMILES | AMA1 RON2 block | Sm TGR block | LmPK inhibitor | HCMV antiviral | AmpC inh detg | Tb PYK inh | AmpC no deterg
CCOc1ccccc1NC(=O)NS(=O)(=O)c1ccc(C)cc1 | 16.2% | -0.8% | -6.2% | 44.1 | -4.2% | 5.2% | -10.2%
COc1ccccc1CNC(=O)COc1ccc(C)nc1[N+](=O)[O-] | 0.0% | 4.2% | 1.3% | ? | 6.9% | 3.5% | 0.9%
CN1CC=C2C(C#N)=C(N)C(C#N)(C#N)C(Cc3ccccc3)C2C1 (stereo unspecified) | 5.7% | 28.0% | 4.9% | 44.0 | -0.8% | -3.5% | -21.7%
CCCNC(=O)C1(C)CCCN(Cc2ccc(-c3ccccc3)o2)C1 (stereo unspecified) | 0.0% | . | . | -14.2 | . | 1.2% | .
NC(=O)c1ccc(NC(=O)CCCNC(=O)c2ccc(Cl)cc2)cc1 | 9.4% | -0.7% | -2.8% | 2.8 | -1.5% | 1.1% | -27.5%
Cc1ccc2[nH]c(=O)c(COC(=O)c3cccs3)cc2c1 | 6.6% | -2.1% | 1.2% | 2.7 | ? | -0.2% | -19.5%
COc1ccc(NC(=O)c2sc3nc4c(cc3c2N)CCCCCC4)cc1 | . | 1.5% | . | ? | 7.1% | -0.8% | .
CS(=O)(=O)N(CC(=O)Nc1ccc2c(c1)OCCO2)Cc1ccc(Cl)cc1 | -12.4% | 1.8% | -0.7% | -21.1 | -13.5% | -1.9% | -33.8%
Cc1cccc(OCCSc2nc3c([nH]2)c(=N)ncn3Cc2ccccc2)c1 | 9.3% | -19.8% | -1.2% | -17.3 | 3.1% | -3.5% | -5.9%
O=C(NC(=S)Nc1ccccc1Br)C1CC1 | 6.5% | . | . | 37.6 | . | 0.9% | .
COc1ccc(CCNS(=O)(=O)c2cc(-c3cc(C)no3)ccc2OC)cc1OC | . | 7.5% | . | ? | 0.8% | 0.9%[15.4 µM] | .
CC(=O)CC(=O)Nc1ncccn1 | -1.7% | 12.6% | -0.4% | ? | 3.9% | 0.8% | -15.4%
CCC(C)Nc1cc(C)nc2ncnn12 (stereo unspecified) | -2.6% | . | -0.8% | -31.9 | ? | -1.0% | -12.7%
CC(C)CCn1c(N2CCCC2)nc2c1c(=O)n(C)c(=O)n2C | -10.6% | -2.6% | 4.2% | -1.3 | -12.7% | 2.1% | 25.9%
CCCCCCC(=O)Nc1c2c(nc3ccccc13)N(C)CC2 | -10.5% | 1.9% | 1.4% | 12.7 | ? | -1.9% | .
CCC(C)(C)NC(=O)C(c1ccc(F)cc1)N(Cc1cccc(OC)c1)C(=O)c1cnccn1 (stereo unspecified) | 0.0% | 0.0% | -6.3% | -32.0 | -1.8% | -1.9% | 177.7%[activator]
O=C(/C=C/c1ccco1)Nc1nc(-c2ccc(F)c(F)c2)cs1 | -3.8% | 39.8µM* | 0.9% | . | 3.5% | -1.3% | -44.5%
Cc1ccc2nc(SCC(=O)NC3CCCCC3)nc(=O)n2c1 | 9.9% | -0.2% | . | 0.0 | ? | 2.3% | ?
O=C(NNC(=O)c1ccc(Cl)cc1Cl)c1cccs1 | 58.6%[activator] | -3.0% | -11.8% | 80.2 | -8.9% | 3.7% | -22.4%
O=C(CCN1CCN(S(=O)(=O)c2ccc(Cl)cc2)CC1)Nc1ccc(F)cc1 | 11.9% | -6.5% | -7.6% | -23.3 | -7.2% | -3.3% | 44.9%
COc1ccccc1C(=O)NC(=S)Nc1ccc(N2CCOCC2)c(Cl)c1 | -9.8% | 6.9% | 0.5% | ? | ? | -14.0% | -21.1%
CCCCOc1cccc(C(=O)NNC(=S)NC2CCCCC2)c1 | -8.2% | -4.8% | 3.5% | -14.8 | 0.0% | -14.2% | -9.2%
COc1ccc(-c2nn(-c3ccccc3)cc2C(=O)NC2CC2)cc1 | -8.0% | 0.6% | . | -10.1 | -9.2% | -1.7% | -6.1%
CC(C)c1ccc(C(=O)NNC(=O)C2C3CCC(C3)C2C(=O)O)cc1 (stereo unspecified) | . | -29.4% | -5.9% | . | -6.2% | . | -14.3%
C=CCNC(=O)c1ccc(Sc2ccccc2)c([N+](=O)[O-])c1 | -7.7% | 11.6% | 0.0% | 3.3 | ? | 2.3% | -0.6%
Cc1nc2scc(C)n2c(=O)c1S(=O)(=O)Nc1ccc(N2CCN(C(=O)C(C)C)CC2)cc1 | -13.7% | -20.1%&-0.6% | 6.4% | -32.8&-20.6 | -9.3%&12.0% | -4.3%&3.2% | 61.5%[activator]
COc1ccc(S(=O)(=O)N(CC(=O)NC(C)c2ccccc2)c2ccc(C)cc2)cc1OC (stereo unspecified) | . | -0.7% | . | -88.4* | 11.1% | -1.0% | .
CC(C)(C)Sc1ccccc1S(=O)(=O)C(C)(C)C | -0.9% | 5.9% | -2.1% | 18.2 | 6.2% | 0.7% | 3.0%
Cc1sc2nc(SCc3nc(-c4cccs4)no3)n(-c3ccccc3)c(=O)c2c1C | -3.1% | 16.9% | 1.4% | 10.5 | -3.8% | -5.2% | -18.8%
COc1cc(C2C(C(=O)Nc3ccc(Cl)cc3)=C(C)Nc3nc(SC)nn32)cc(OC)c1OC (stereo unspecified) | . | -11.9% | . | -2.6 | 1.3% | -11.5% | .
Cc1ccc(-n2cccc2/C=C2/C(=N)N3C(=NC2=O)SN=C3S(C)(=O)=O)cc1Cl | -10.7% | -15.0% | 4.7% | 3.8 | -8.7% | -2.3% | -31.6%
CCOc1ccccc1NC(=O)C1CCCN(S(C)(=O)=O)C1 (stereo unspecified) | 2.2% | 2.7% | -11.0% | -5.3 | ? | -6.1% | -3.7%
COc1cccc(OC)c1C(=O)Nc1sc2c(c1C#N)CCC2 | 5.3% | -2.5% | -7.6% | -8.5 | -5.4% | -2.0% | -26.7%
CC(C)c1ccc(N(CC(=O)NCCCN2CCOCC2)S(=O)(=O)c2ccccc2)cc1 | -8.9% | -5.5% | . | ? | -14.0% | 3.0% | 187.5%[activator]
COc1ccc(CC2NCC(O)C2OC(C)=O)cc1 (stereo unspecified) | 1.5% | . | . | -108.7* | . | -7.6% | .
CC(OC(=O)CCCc1nc2ccccc2s1)C(N)=O (stereo unspecified) | 14.4% | -5.2% | -8.8% | -39.6 | -7.3% | 1.1% | -1.8%
COc1cc(OC)cc(C(=O)Nc2ccc3oc(-c4cccc5c(Br)cccc45)nc3c2)c1 | . | 0.1% | . | 13.4 | 18.1% | -5.0% | .
CC(=O)Nc1ccc(C(=O)NCCCOC(C)C)cc1 | -5.4% | -13.8% | 0.8% | ? | 2.7% | 1.5% | -26.8%
COc1ccc(OC(=O)COc2ccc(C)cc2)cc1 | -2.9% | 3.3% | 2.5% | 55.6 | -5.0% | -13.6% | -31.8%
Clc1ccc(CSc2ccc(-c3cccs3)nn2)cc1 | . | -4.7% | . | -8.7 | -1.4% | 2.3% | .
COC(=O)c1sccc1S(=O)(=O)N(CC(=O)Nc1ccccc1F)c1ccccc1 | . | -13.1% | . | 12.4 | 0.7% | -9.1% | .
CC(C)CN1CCN(C2CCN(C(C)C)CC2)C(CCO)C1 (stereo unspecified) | . | 1.2% | 4.4% | . | 2.1% | . | -15.4%
CC[C@@H]1Cc2[nH][nH]c(=O)c2[C@H](c2ccc(Cl)cc2)O1 | 69.9%[activator] | . | . | -21.3 | . | -8.6% | .
Cc1cc(-n2nnc3ccccc32)nc2ccccc12 | -7.2% | -4.7% | 4.1% | 53.2 | -13.8% | 3.3% | -13.9%
Cc1cc(OCC(=O)C(C)(C)C)c2c(-c3ccccc3)cc(=O)oc2c1 | 8.1% | 13.0% | -1.7% | 2.0 | 1.0% | -0.6% | -5.7%
O=c1cc(CCl)nc(Cc2c(Cl)cccc2Cl)[nH]1 | -0.2% | . | . | -92.8* | . | 2.7% | .
CCN(CC)C(=O)Cn1cc(S(=O)(=O)CC(=O)Nc2ccccc2C)c2ccccc21 | 16.0% | . | . | 16.9 | . | 3.9% | .
CCOc1cc(/C=N/O)cc(Br)c1OC | 12.5% | -3.4% | 2.4% | -34.0 | -11.7% | 4.3% | -12.6%
COc1ccc(S(=O)(=O)N2CCC(C(=O)Nc3cc(Cl)ccc3N3CCOCC3)CC2)cc1OC | -4.2% | 4.3% | . | 2.1 | -18.4% | 0.2% | ?
NC(=O)CC(NC(=O)c1ccc(Br)cc1)c1ccc(N2CCCCCCC2)c([N+](=O)[O-])c1 (stereo unspecified) | -29.0% | 0.2% | -1.9% | -17.8 | ? | -3.8% | 14.1%
Oc1[nH]c2ccccc2c1C=Nc1ccccc1 | -5.1% | 13.4% | -4.3% | 34.6 | 6.4% | -3.0% | -15.3%
Fc1ccc(-n2cc(-c3ccccc3)c3c(=S)nc[nH]c32)cc1 | 43.2%[activator] | -15.8% | 7.3% | ? | -8.5% | -3.5% | -46.9%

A section taken from the entries so far, as a working copy:
SMILES | AMA1 RON2 block | Sm TGR block | LmPK inhibitor | HCMV antiviral | AmpC inh detg | Tb PYK inh | AmpC no deterg
NC(=O)CC(NC(=O)c1ccc(Br)cc1)c1ccc(N2CCCCCCC2)c([N+](=O)[O-])c1 (stereo unspecified) | -29.0% | 0.2% | -1.9% | -17.8 | ? | -3.8% | 14.1%
Oc1[nH]c2ccccc2c1C=Nc1ccccc1 | -5.1% | 13.4% | -4.3% | 34.6 | 6.4% | -3.0% | -15.3%
Fc1ccc(-n2cc(-c3ccccc3)c3c(=S)nc[nH]c32)cc1 | 43.2%[activator] | -15.8% | 7.3% | ? | -8.5% | -3.5% | -46.9%
